# RGS4 act: RGS4 potentiation or activation; HEK293 M3R/inducible RGS4, carbachol calcium flux Fluo4; stronger effect = lower value; actives 0.92% (n = 310,000); AID 463111; B-score at 10 µM;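 active = B-score of the integrated calcium signal more than 4 SD below the library mean, with starting fluorescence not abnormally high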;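 note: negative B-score means reduced calcium response which marks RGS4 activation or potentiation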
#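 System: HEK293 FlpIn-TREx cells, stable M3R, doxycycline-inducible RGS4. Timing: overnight RGS4 induction, 30 min dye load 37 °C, 20 min compound RT. Also added: carbachol, ECmax concentration. Measured by: Fluo4 fluorescence kinetic imaging of calcium. Evaluation: integrated calcium ratio converted to B score.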
# TRPC6 inhibitor: mouse TRPC6 channel inhibition; B-score at 10 µM; Q61143; HEK293-TRPC6, membrane potential dye, ACh-evoked depolarization; stronger effect = lower value; actives 1.1% (n = 310,000);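 active = B-score under library mean minus 3 SD, initial fluorescence not abnormally high, positive integrated signal ratio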;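 note: B-score derived from integrated fluorescence ratio over the kinetic read; more negative B-score means stronger inhibition of depolarization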
# MrgX1 antagonist: blocks BAM8-22 activation of human MrgX1 receptor | Q96LB2 | MRGX1-HEK293 calcium flux, Fluo-4, BAM8-22 antagonism; stronger effect = lower value | B-score at 10 µM | actives 1.3% (n = 310,000);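 active = calcium-response B-score plate-corrected more than 3 library SD below zero, starting fluorescence within 5 deviations, no agonist response on first addition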;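 note: peak minus trough fluorescence over baseline after final BAM8-22 challenge near maximal dose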
# TRPC4 block: blocks the mouse TRPC4 cation channel; HEK293 TRPC4beta/mu-opioid, DAMGO-evoked Fluo4 calcium flux; stronger effect = lower value; B-score at 10 µM; actives 0.39% (n = 300,000);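 active = B-score over 3 SD under the library average, no early fluorescence shift, positive overall ratio signal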
# Target sequence (Q9QUQ5 whole entry, looked up): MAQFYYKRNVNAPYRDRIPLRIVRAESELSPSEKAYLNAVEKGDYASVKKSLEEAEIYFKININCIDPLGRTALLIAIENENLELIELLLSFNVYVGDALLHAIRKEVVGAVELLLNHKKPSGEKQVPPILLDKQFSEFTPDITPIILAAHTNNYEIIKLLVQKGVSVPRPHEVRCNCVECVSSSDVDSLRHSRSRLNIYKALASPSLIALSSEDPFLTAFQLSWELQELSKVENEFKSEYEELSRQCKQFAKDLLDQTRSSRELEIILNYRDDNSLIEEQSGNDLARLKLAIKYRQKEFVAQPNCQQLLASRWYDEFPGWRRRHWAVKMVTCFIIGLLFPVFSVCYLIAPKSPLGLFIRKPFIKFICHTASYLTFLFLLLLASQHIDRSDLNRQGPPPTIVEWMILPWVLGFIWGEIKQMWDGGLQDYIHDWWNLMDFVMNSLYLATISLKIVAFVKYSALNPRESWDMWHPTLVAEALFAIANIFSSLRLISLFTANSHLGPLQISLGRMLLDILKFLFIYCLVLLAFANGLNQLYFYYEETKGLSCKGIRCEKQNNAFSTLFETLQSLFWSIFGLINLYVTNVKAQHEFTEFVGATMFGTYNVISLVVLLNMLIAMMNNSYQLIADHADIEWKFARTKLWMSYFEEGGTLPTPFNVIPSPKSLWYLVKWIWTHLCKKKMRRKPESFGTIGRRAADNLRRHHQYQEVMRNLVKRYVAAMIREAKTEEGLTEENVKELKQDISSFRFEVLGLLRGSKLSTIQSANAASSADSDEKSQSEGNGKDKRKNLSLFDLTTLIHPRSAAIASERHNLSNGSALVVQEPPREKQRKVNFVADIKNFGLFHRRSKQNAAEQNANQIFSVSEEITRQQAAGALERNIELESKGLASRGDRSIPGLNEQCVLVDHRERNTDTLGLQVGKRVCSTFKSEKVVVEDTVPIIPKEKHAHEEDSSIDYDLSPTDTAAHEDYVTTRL
#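 Material: HEK293 cells with stable TRPC4beta plus mu-opioid receptor expression; probe or stimulus: DAMGO in two steps, submaximal then maximal; technique: Fluo4 calcium fluorescence by kinetic imaging, 5 s 1 Hz baseline; measure: integrated fluorescence ratio relative to baseline, converted to per-well B score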
# MrgX1 allo act: human MrgX1 positive allosteric modulation, primary screen | actives 0.63% (n = 310,000) | AID 588675 | MrgX1-HEK293, Fluo-4 calcium flux, FDSS; stronger effect = higher value | B-score at 10 µM;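 active = plate-corrected calcium response at least 3 library SD above typical, normal starting fluorescence, not activating the receptor alone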;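 note: compound read alongside a low EC10 to EC30 dose of BAM8-22 agonist; peak minus trough fluorescence over baseline measured at the second addition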
# Platelet DG rel: platelet dense granule release activity; inhibition, %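 (compounds screened at 7.5 µM in platelet-rich plasma)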; human platelet-rich plasma, SFLLRN dense granule ATP release, luminescence; actives 0.22% (n = 300,000);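 active = mean replicate score, as percent of positive control, at or above 50; inconclusive = mean below 50 but at least one replicate at or above 50; inactive = mean and every replicate below 50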
# RGS4 block: human RGS4 inhibition; P49798; HEK293 M3R/RGS4 inducible, Fluo-4 calcium flux; stronger effect = higher value; triggered by carbachol at its EC20; B-score at 10 µM; actives 0.45% (n = 310,000); AID 463165;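 active = B-score, a plate-corrected calcium signal, over three deviations above library mean, with baseline fluorescence within five deviations of library mean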;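 note: RGS4 expression induced by doxycycline in cells with stable M3 receptor; B-score is computed from the integrated fluorescence ratio over baseline after carbachol; higher B-score means a larger calcium signal and so more RGS4 inhibition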
# HIF activator: HIF pathway transcriptional activation | U2OS HRE-luciferase reporter, luminescence; normalized: DMSO 0%, desferrioxamine 100% | activation, % at 7.5 µM (by protocol) | actives 0.32% (n = 300,000);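 active = mean activation of at least 10% of the iron chelator positive control signal, with at least half of replicates also reaching 10%; inconclusive = mean and replicate majority disagree about reaching 10%; inactive = mean and most replicates under 10%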
# SKKanGAS inh: SKKanGAS growth inhibition; S. pyogenes SKKanGAS, kanamycin growth, BacTiter-Glo, 6 h; actives 1.3% (n = 300,000); inhibition, % at 7.5 µM; AID 1662;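 active = mean replicate score, as percent of positive control median, at least 50; inconclusive = mean below 50 but one replicate at or above 50; inactive = mean and every replicate below 50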;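 note: strain carries kanamycin resistance gene driven by streptokinase promoter and grows in 40 µg/ml kanamycin; loss of luminescence reflects streptokinase promoter inhibition or plain growth inhibition; 0% = median of DMSO wells and 100% = positive control at its reference dose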
# TRPC6 activator: activators of mouse TRPC6 channel | Q61143 | HEK293-TRPC6 membrane potential dye fluorescence; stronger effect = higher value | B-score at 10 µM | actives 0.13% (n = 310,000) | AID 2550;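 active = B-score of the integrated fluorescence ratio above library mean plus 3 SD, and starting fluorescence ratio within library mean plus 5 SD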;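 note: higher score means more depolarization so channel activation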
# MrgX1 ag: activates human MrgX1 receptor signaling. Q96LB2. MrgX1-HEK293 cells, Fluo-4 calcium fluorescence, agonist mode; stronger effect = higher value. B-score at 10 µM. actives 0.44% (n = 310,000);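 active = calcium response B-score plate-corrected fluorescence ratio at least 3 library SD, with starting fluorescence B-score inside 5 SD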
#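 Material: MrgX1-expressing HEK293 cells; input: 15,000 cells per well; doses: test compound given as first of three sequential additions; schedule: overnight plating before 1 h dye loading; technique: Fluo-4 NW calcium-flux fluorescence, kinetic read; evaluation: baseline-normalised fluorescence change ratio, B-scored; control set: plate-wise positive and negative controls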
# The depositor's hits bear a star; i = inactive; ? = inconclusive; . = no result given. No enrichment for hits, and some 6.1% of all compounds hit somewhere here.
1) OCC1CCCN(C(=S)NCCc2ccccc2)C1 (centres undefined)
2) O=C(COC(=O)CCC(=O)c1ccccc1)Nc1nnc(-c2ccccc2)o1
3) Cc1nn(CCCC(=O)N2CCN(c3ccc(F)cc3)CC2)c(C)c1[N+](=O)[O-]
4) COc1ccc([C@H]2/C=C\CN(C(=O)c3ccc(C)cc3)[C@@H](C)C(=O)N2Cc2ccc(F)cc2)cc1
5) CN(CC(=O)Nc1cccc(F)c1)C(=O)c1ccc(N2CCCCCC2)c([N+](=O)[O-])c1
assay / compound,1,2,3,4,5
TRPC6 inhibitor,i,i,i,i,i
SKKanGAS inh,6,39,-8,9,22
RGS4 block,i,i,i,i,i
HIF activator,2.5,0.3,0.1,0.1,-0.2
MrgX1 allo act,i,i,i,i,i
MrgX1 antagonist,i,i,i,i,i
RGS4 act,i,i,i,i,i
TRPC4 block,i,i,i,i,i
MrgX1 ag,i,i,i,i,i
TRPC6 activator,i,i,i,i,i
Platelet DG rel,3,-1,0,0,-2

# Part of the list above, as tab-separated lines:
no.	Compound	TRPC6 inhibitor	SKKanGAS inh	RGS4 block	HIF activator	MrgX1 allo act	MrgX1 antagonist	RGS4 act	TRPC4 block	MrgX1 ag	TRPC6 activator	Platelet DG rel
4	COc1ccc([C@H]2/C=C\CN(C(=O)c3ccc(C)cc3)[C@@H](C)C(=O)N2Cc2ccc(F)cc2)cc1	i	9	i	0.1	i	i	i	i	i	i	0
5	CN(CC(=O)Nc1cccc(F)c1)C(=O)c1ccc(N2CCCCCC2)c([N+](=O)[O-])c1	i	22	i	-0.2	i	i	i	i	i	i	-2

# Continuation:
6) C/C(=N/NC(=O)c1ccoc1C)c1ccc(NC(=O)c2ccncc2)cc1
7) C=CCN1C=C2C(=O)C(C)(OC(=O)c3cccs3)C(=O)C=C2C=C1CCCC(=O)OC (centres undefined)
8) CCNCc1cc([N+](=O)[O-])ccc1OCC
9) Cc1ccc(NC(=O)CN2C(=O)C3C4C=CC(C4)C3C2=O)cc1S(=O)(=O)N(C)C (centres undefined)
10) COc1ccc(CNC(=O)CN(C(=O)CCC(=O)Nc2nccs2)c2cccc(C)c2)cc1
assay / compound,6,7,8,9,10
TRPC6 inhibitor,i,i,i,i,i
SKKanGAS inh,5,-1,1,-4,1
RGS4 block,i,i,i,i,i
HIF activator,3.4,-0.6,-0.2,-0.1,-0.2
MrgX1 allo act,i,i,i,i,i
MrgX1 antagonist,i,i,i,i,i
RGS4 act,i,i,i,i,i
TRPC4 block,i,i,i,i,i
MrgX1 ag,i,i,i,i,i
TRPC6 activator,i,i,i,i,i
Platelet DG rel,-13,1,0,-10,-20

11) Cc1c(CN2CCC(n3nccc3NC(=O)c3cccc(F)c3)CC2)cnn1C
12) COc1ccc(C(=O)c2ccccc2Cl)cc1OC
13) C=CCCC(=O)Nc1nc(C)c(-c2csc(Nc3cccc(OC)c3)n2)s1
14) CC/C(=N/OC(=O)c1cccc(C)c1)C(=O)c1cccs1
15) COc1cc(-c2nc(-c3ccc(NC(=O)c4ccc5c(c4)OCO5)cc3)no2)cc(OC)c1OC
assay / compound,11,12,13,14,15
TRPC6 inhibitor,i,i,i,i,i
SKKanGAS inh,3,-2,26,16,5
RGS4 block,i,i,i,i,i
HIF activator,0.2,-0.4,-0.1,0.0,-1.2
MrgX1 allo act,i,i,i,i,i
MrgX1 antagonist,i,i,i,i,i
RGS4 act,i,i,i,i,i
TRPC4 block,i,i,i,i,i
MrgX1 ag,i,i,i,i,i
TRPC6 activator,i,i,i,i,i
Platelet DG rel,-4,3,-1,0,3

16) Fc1ccccc1CNc1nc(-c2cccnc2)nc2ccccc12
17) CCO[C@H]1OC(C(=O)N2CCN(Cc3ccccc3)CC2)=C[C@@H](c2cn(C(C)=O)c3ccccc23)[C@@H]1CCCO
18) CCCCNc1nc(-c2ccccc2)nc(-n2ccnc2)n1
19) N#C/C(=C/c1cn(-c2ccccc2)nc1-c1cccc(S(=O)(=O)N2CCCC2)c1)C(=O)NCc1ccco1
20) O=C(c1cnn2c(C(F)(F)F)cc(-c3ccc(Br)cc3)nc12)N1CCOCC1
assay / compound,16,17,18,19,20
TRPC6 inhibitor,i,i,i,i,i
SKKanGAS inh,-2,2,1,8,1
RGS4 block,i,i,i,i,i
HIF activator,-0.1,-0.7,-0.4,-0.2,-0.1
MrgX1 allo act,i,i,i,i,.
MrgX1 antagonist,i,i,i,i,.
RGS4 act,-9.1*,i,i,i,i
TRPC4 block,i,i,i,i,i
MrgX1 ag,38*,i,i,i,.
TRPC6 activator,i,i,i,i,i
Platelet DG rel,-19,0,1,-6,-4

21) O=C(Nc1ccc(Cl)cc1-c1nc2ccccc2s1)c1ccco1
22) O=C(CSc1nnc(CNC(=O)c2c(F)cccc2F)o1)NCc1ccccc1
23) Cn1c(=O)cc(OCCCC(=O)N2CCN(c3ccccc3)CC2)c2ccccc21
24) CCN(CC)S(=O)(=O)c1ccc(-c2cn3ccc(C)cc3n2)cc1
assay / compound,21,22,23,24
TRPC6 inhibitor,i,i,i,i
SKKanGAS inh,1,?,-4,1
RGS4 block,i,i,i,i
HIF activator,1.3,0.1,0.6,2.9
MrgX1 allo act,i,i,i,i
MrgX1 antagonist,i,i,i,i
RGS4 act,i,i,i,i
TRPC4 block,i,i,i,i
MrgX1 ag,i,i,i,i
TRPC6 activator,i,i,i,i
Platelet DG rel,-6,17,0,5

# An excerpt from above in order of SMILES length, largest number first.
17) CCO[C@H]1OC(C(=O)N2CCN(Cc3ccccc3)CC2)=C[C@@H](c2cn(C(C)=O)c3ccccc23)[C@@H]1CCCO
19) N#C/C(=C/c1cn(-c2ccccc2)nc1-c1cccc(S(=O)(=O)N2CCCC2)c1)C(=O)NCc1ccco1
15) COc1cc(-c2nc(-c3ccc(NC(=O)c4ccc5c(c4)OCO5)cc3)no2)cc(OC)c1OC
20) O=C(c1cnn2c(C(F)(F)F)cc(-c3ccc(Br)cc3)nc12)N1CCOCC1
23) Cn1c(=O)cc(OCCCC(=O)N2CCN(c3ccccc3)CC2)c2ccccc21
13) C=CCCC(=O)Nc1nc(C)c(-c2csc(Nc3cccc(OC)c3)n2)s1
22) O=C(CSc1nnc(CNC(=O)c2c(F)cccc2F)o1)NCc1ccccc1
assay / compound,17,19,15,20,23,13,22
TRPC6 inhibitor,i,i,i,i,i,i,i
SKKanGAS inh,2,8,5,1,-4,26,?
RGS4 block,i,i,i,i,i,i,i
HIF activator,-0.7,-0.2,-1.2,-0.1,0.6,-0.1,0.1
MrgX1 allo act,i,i,i,.,i,i,i
MrgX1 antagonist,i,i,i,.,i,i,i
RGS4 act,i,i,i,i,i,i,i
TRPC4 block,i,i,i,i,i,i,i
MrgX1 ag,i,i,i,.,i,i,i
TRPC6 activator,i,i,i,i,i,i,i
Platelet DG rel,0,-6,3,-4,0,-1,17

24) CCN(CC)S(=O)(=O)c1ccc(-c2cn3ccc(C)cc3n2)cc1
21) O=C(Nc1ccc(Cl)cc1-c1nc2ccccc2s1)c1ccco1
14) CC/C(=N/OC(=O)c1cccc(C)c1)C(=O)c1cccs1
16) Fc1ccccc1CNc1nc(-c2cccnc2)nc2ccccc12
18) CCCCNc1nc(-c2ccccc2)nc(-n2ccnc2)n1
assay / compound,24,21,14,16,18
TRPC6 inhibitor,i,i,i,i,i
SKKanGAS inh,1,1,16,-2,1
RGS4 block,i,i,i,i,i
HIF activator,2.9,1.3,0.0,-0.1,-0.4
MrgX1 allo act,i,i,i,i,i
MrgX1 antagonist,i,i,i,i,i
RGS4 act,i,i,i,-9.1*,i
TRPC4 block,i,i,i,i,i
MrgX1 ag,i,i,i,38*,i
TRPC6 activator,i,i,i,i,i
Platelet DG rel,5,-6,0,-19,1

# Source: PubChem BioAssay
